TAAR1 agonist = human TAAR1 agonism; CHO RD-HGA16 TAAR1, Fluo-8 calcium fluorescence; vehicle wells 0%, saturating PEA agonist 100%; activation, % at 3 µM; Q96RJ0; 360,000 tested, 0.99% active;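 active means activation above the mean activation of all test compounds in the run plus 3 SD, cut at about 38% in these data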
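System: CHO RD-HGA16 cells carrying human TAAR1 plus Gα16; Incubation: 17-24 h seeding, 75 min 37 °C dye, 30 min RT; Measured by: Fluo-8 fluorescence, 5 s baseline then 140 s kinetic read; Control set: DMSO and PEA EC100; Replication: single well for each compound.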
CHO parental Ca = counter-screen: ATP calcium response change in parental CHO cells; parental CHO-K1, ATP-induced calcium, Fluo-8 fluorescence; inhibition, % at 5.6 µM; 330,000 tested, 0.63% active; AID 463079;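 active means inhibition above that plate's mean sample inhibition plus 3 SD, cut at about 26% in these data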;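 further: 0% = ATP-challenged DMSO wells and 100% = DMSO wells without ATP; some compounds past the cut are filed as inactive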
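Test system: untransfected parental CHO cell line; also added: ATP stimulus; dosing: 5.6 µM, single dose; signal: calcium-sensitive Fluo-8 fluorescence; measure: percent inhibition of ATP-evoked calcium rise, normalized to controls; benchmarks: low control ATP plus DMSO, high control DMSO only; replication: one well per compound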
CHO-K1 Ca PAM = counter-screen for M1 PAMs: effect in parental CHO-K1 cells; ATP EC20, Fluo-8 calcium fluorescence; 0% at ATP EC20, 100% at ATP max; activation, % at 3 µM; 360,000 tested, 0.02% active;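 active means activation above the run cutoff, the mean activation of all test compounds plus 3 SD, cut at about 40% in these data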;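 further: peak over basal fluorescence ratio in a 140 s read after ATP addition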
CHRM1 agonist = agonists of human M1 muscarinic receptor; CHO-K1 hM1, Fluo-8 calcium fluorescence, agonist mode; 0% DMSO, 100% acetylcholine EC100; activation, % at 3 µM; 360,000 tested, 0.33% active;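 active means activation above the run's mean compound activation plus 3 SD, cut at about 16% in these data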;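 further: peak over basal fluorescence ratio within a 140 s kinetic read after compound addition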
Target sequence (P11229 whole entry, looked up): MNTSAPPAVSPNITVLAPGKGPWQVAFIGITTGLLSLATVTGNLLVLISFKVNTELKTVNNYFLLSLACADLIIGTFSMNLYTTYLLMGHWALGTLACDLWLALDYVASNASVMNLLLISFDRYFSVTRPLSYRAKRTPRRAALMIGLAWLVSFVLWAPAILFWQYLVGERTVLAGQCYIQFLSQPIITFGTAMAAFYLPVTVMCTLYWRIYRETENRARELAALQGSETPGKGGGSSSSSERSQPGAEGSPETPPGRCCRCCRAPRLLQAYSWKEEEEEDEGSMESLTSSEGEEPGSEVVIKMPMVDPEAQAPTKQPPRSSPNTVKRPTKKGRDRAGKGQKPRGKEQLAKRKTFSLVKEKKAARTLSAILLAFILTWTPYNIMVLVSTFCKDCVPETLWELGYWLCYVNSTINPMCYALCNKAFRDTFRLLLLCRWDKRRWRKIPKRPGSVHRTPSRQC
CHO-K1 Ca antag = counter-screen for M1 antagonists: effect in parental CHO-K1 cells | 360,000 tested, 0.6% active | ATP-induced calcium, Fluo-8 fluorescence | inhibition, % at 3 µM;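 active means inhibition above a per-plate cutoff, the plate's mean sample inhibition plus 3 SD, cut at about 24% in these data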;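 further: 0% = DMSO plus EC80 ATP and 100% = DMSO alone without ATP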
M1 antag = antagonists of human M1 muscarinic receptor | AID 588852 | P11229 | CHO-K1 hM1, Fluo-8 calcium fluorescence, ACh EC80 antagonist | 360,000 tested, 1.3% active | inhibition, % at 3 µM;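 active means percent inhibition above its own plate's cutoff, namely the mean of that plate's compound wells plus 3 SD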;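 further: peak over basal fluorescence ratio during 140 s after agonist addition; 0% = ACh EC80 plus DMSO and 100% = DMSO alone without agonist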
OXTR potentiate = potentiators of human oxytocin receptor; P30559; CHO-OTR cells, Fluo-8 calcium fluorescence, potentiator mode; 0% = oxytocin EC15, 100% = EC100; activation, % at 3 µM; 320,000 tested, 0.061% active;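 active means activation above that plate's cutoff, the mean activation of tested compounds plus 3 SD, cut at about 6.6% in these data, passing the limit was not always enough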;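 further: 100% uses oxytocin at 75 nM as the full agonist control; some results filed as inactive read as strong as hits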
Target sequence (P30559 whole entry, looked up): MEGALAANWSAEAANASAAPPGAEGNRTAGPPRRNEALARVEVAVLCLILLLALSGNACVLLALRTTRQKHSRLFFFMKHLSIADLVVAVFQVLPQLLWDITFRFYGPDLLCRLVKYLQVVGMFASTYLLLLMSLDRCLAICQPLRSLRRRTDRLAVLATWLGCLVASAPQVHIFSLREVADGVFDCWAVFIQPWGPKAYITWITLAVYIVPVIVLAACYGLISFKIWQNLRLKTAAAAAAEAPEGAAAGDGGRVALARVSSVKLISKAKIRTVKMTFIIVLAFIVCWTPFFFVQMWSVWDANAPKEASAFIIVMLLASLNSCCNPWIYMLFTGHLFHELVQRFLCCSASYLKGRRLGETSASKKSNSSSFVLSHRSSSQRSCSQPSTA
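Measured by – Fluo-8 calcium dye fluorescence · Test system – human OTR in CHO cells · Dosing – one concentration, 3.0 µM compound · Controls – EC15 oxytocin alone as 0%, 75 nM oxytocin as 100% · Evaluation – normalized max/min fluorescence ratio, % activation · Timing – 6 min pre-incubation, 100 s read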
M1 ag parental = counter-screen for M1 agonists: effect in parental CHO-K1 cells; Fluo-8 calcium fluorescence; scaled to maximal ATP response, vehicle zero; AID 602248; 360,000 tested, 0.48% active; activation, % at 3 µM; in the data active means activation above about 15%;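 further: untransfected CHO-K1 host cells lacking M1 receptor as counterscreen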
TAAR1 antagonist = human TAAR1 antagonism; Q96RJ0; CHO RD-HGA16 TAAR1, Fluo-8 calcium fluorescence, antagonist; inhibition, % at 3 µM; 360,000 tested, 1.5% active;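 active means inhibition above a per-plate cutoff, the mean inhibition of test compounds on that plate plus 3 SD, cut at about 49% in these data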;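 further: 0% = DMSO plus EC80 beta-PEA response and 100% = DMSO alone without agonist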
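test system = CHO RD-HGA16 cells bearing hTAAR1 | replication = singlicate | controls = DMSO-only wells and EC80 β-PEA-stimulated wells | reagent = EC80 β-phenethylamine stimulus | read-out basis = percent inhibition of PEA-evoked calcium signal, max/basal emission ratio | schedule = seeding 17-24 h prior, 75-min 37 °C, 30-min RT dye loading | signal = kinetic Fluo-8 calcium fluorescence measurement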
* = called active by the depositor; nt = no result given; & = joins results of further samples.

SMILES | TAAR1 agonist | CHO parental Ca | CHO-K1 Ca PAM | CHRM1 agonist | CHO-K1 Ca antag | M1 antag | OXTR potentiate | M1 ag parental | TAAR1 antagonist
COc1cc(-c2cc(C(=O)Nc3ccc(C)c(S(=O)(=O)N4CCOCC4)c3)c3ccccc3n2)cc(OC)c1OC | 14 | -5 | 3 | 1 | 4 | 23 | -7 | 4.5 | 74*
CC(C)[C@H]1COCCS(=O)(=O)N1Cc1ccccc1-c1cccc2c1oc1ccccc12 | 0 | -29 | 16 | -4 | -14 | -7 | nt | 5.0 | -32
N#CC1(NC(=O)CN2C(=O)c3ccc([N+](=O)[O-])cc3C2=O)CCCCC1 | 3 | -8 | 10 | -2 | -5 | -15 | 3 | 0.5 | -2
CCOC(=O)CSc1nc2cc(C)cc(C)c2cc1C#N | -2 | -27 | -6 | -3 | 9 | 2 | -7 | -0.5 | -13
Cc1ccc(C)c(N2CCN(S(=O)(=O)c3ccc4c(c3)CCN4C(=O)CCC(=O)O)CC2)c1 | 1 | -4 | 27 | -2 | -10 | -10 | -1 | 0.2 | -28
COc1cccc(OCc2nc3ccccc3c(=O)n2N)c1 | nt | -9 | 10 | -4 | -15 | -1 | -6 | 2.6 | nt
CCOC(=O)c1ccccc1NC(=O)COC(=O)C1CCN(S(=O)(=O)c2ccccc2C(=O)OC)CC1 | 11 | -14 | 10 | -2 | 1 | 7 | -8 | 4.0 | 49*
Cc1c(C(=O)NCc2cccnc2)oc2ccc(S(=O)(=O)N3CCC4(CC3)OCCO4)cc12 | 2 | -23 | 16 | -4 | -19 | 6 | 0 | 4.5 | 2
CS(=O)(=O)c1ccc(C(=O)OCC(=O)NC23CC4CC(CC(C4)C2)C3)cc1[N+](=O)[O-] | 10 | 68* | 7 | -11 | -10 | 9 | -9 | -0.1 | 21
COc1ccc(CC(=O)NCc2nnc(SCC(=O)c3ccc(OC)cc3)n2C)cc1 | 0 | 10 | 10 | -8 | -12 | 2 | -17 | 0.8 | -16
Cc1noc(C(=O)N(C)c2ccccc2)c1Cl | -1 | -5 | -20 | -9 | 4 | 0 | 2 | -0.1 | -4
CNc1ccc(Br)cc(C(=O)/C=C/c2cccc(OC)c2OC)c1=O | 25 | -11 | -8 | -3 | 15 | 8 | 2 | 0.3 | 24
C#CCOCCOCCOCCNc1nc(N2CCN(C(=O)CCCCCCCCCCNC(=O)[C@@H](CCSC)n3cc(CCO)nn3)CC2)nc(N2CCN(C(=O)CCCCCCCCCCNC(=O)[C@H](CCSC)n3cc(CCO)nn3)CC2)n1 | 7 | 2 | 15 | 1 | -14 | 6 | -6 | 1.1 | 22
COc1cccc(C(=O)NCC(=O)NCc2cc(=O)n(C)c(=O)n2C)c1 | 1 | 3 | 4 | -1 | -10 | -7 | 0 | 0.8 | -6
CN1CCC(=NNC(=O)COc2ccc(Cl)cc2)CC1 | 9 | 18 | 8 | -6 | -8 | -1 | -7 | 0.3 | 6
Cn1c(C2=C(O)CN(c3ccc4c(c3)OCCO4)C2=N)nc2ccccc21 | 7 | -3 | 5 | 5 | -6 | -26 | -2 | 0.9 | 3
CCOC(=O)c1c(C)nc2sc(C(=O)Nc3ccc(C(C)=O)cc3)c(N)c2c1-c1ccc(OC)cc1 | 3 | -15 | -3 | -2 | 8 | 38* | -3 | 1.6 | 55*
COc1ccc(Cn2cc3c(-c4ccc(F)cc4)nnc-3c3cc(OC)c(OC)cc32)cc1 | 5 | -15 | -11 | -11 | 7 | -13 | -7 | -0.3 | -23
O=C(c1ccc(Cl)c([N+](=O)[O-])c1)N1CCN(S(=O)(=O)c2ccc(Cl)cc2)CC1 | 2 | -39 | 4 | -8 | -14 | -2 | -11 | -0.1 | 15
CCc1nc(N)nc(N)c1-c1ccc(Cl)c(N=[N+]=[N-])c1 | 26&23 | nt | 4&15 | -6&-4 | -13&-9 | 1&-20 | nt | 2.4&3.9 | 15&16
O=C1/C(=C/c2ccco2)Cc2ccccc21 | -1 | -5 | 32 | -5 | -14 | -13 | 5 | -0.2 | -15
COC(=O)[C@H]1[C@@H](C)N(Cc2ccccc2)C(=O)N[C@H]1c1cccc(C(F)(F)F)c1 | 3 | -6 | 8 | 3 | -9 | -2 | -6 | 1.8 | 18
COc1ccc(C(C)(O)c2nc(-c3cccc(NC(C)=O)c3)cs2)cc1 (configuration not stated) | 4 | nt | -9 | 1 | 6 | -1 | nt | 2.1 | 14
CC1CC(C)(C)NC(C)c2ccccc21 (configuration not stated) | 6 | -3 | 24 | -1 | -13 | -18 | -7 | 0.5 | -1
CCc1nc(N)nc(N)c1-c1ccc(Cl)cc1 | 24 | -1 | 19 | -4 | -4 | -19 | -4 | 1.6 | 11

Single records (already shown). Order of screens: TAAR1 agonist, CHO parental Ca, CHO-K1 Ca PAM, CHRM1 agonist, CHO-K1 Ca antag, M1 antag, OXTR potentiate, M1 ag parental, TAAR1 antagonist
COc1cccc(OCc2nc3ccccc3c(=O)n2N)c1 as listed: nt, -9, 10, -4, -15, -1, -6, 2.6, nt
Cc1ccc(C)c(N2CCN(S(=O)(=O)c3ccc4c(c3)CCN4C(=O)CCC(=O)O)CC2)c1 as listed: 1, -4, 27, -2, -10, -10, -1, 0.2, -28
C#CCOCCOCCOCCNc1nc(N2CCN(C(=O)CCCCCCCCCCNC(=O)[C@@H](CCSC)n3cc(CCO)nn3)CC2)nc(N2CCN(C(=O)CCCCCCCCCCNC(=O)[C@H](CCSC)n3cc(CCO)nn3)CC2)n1 as listed: 7, 2, 15, 1, -14, 6, -6, 1.1, 22
COc1cc(-c2cc(C(=O)Nc3ccc(C)c(S(=O)(=O)N4CCOCC4)c3)c3ccccc3n2)cc(OC)c1OC as listed: 14, -5, 3, 1, 4, 23, -7, 4.5, 74*
CCc1nc(N)nc(N)c1-c1ccc(Cl)c(N=[N+]=[N-])c1 as listed: 26&23, nt, 4&15, -6&-4, -13&-9, 1&-20, nt, 2.4&3.9, 15&16

Next entries follow:
SMILES | TAAR1 agonist | CHO parental Ca | CHO-K1 Ca PAM | CHRM1 agonist | CHO-K1 Ca antag | M1 antag | OXTR potentiate | M1 ag parental | TAAR1 antagonist
Cn1c(CSc2ncccn2)nnc1SCC(=O)N1CCCCCC1 | -1 | 3 | -15 | -4 | 6 | 2 | 3 | -0.5 | 21
CN(C)c1ccc(-c2csc(C(O)(c3ccccc3)C(F)(F)F)n2)cc1 (configuration not stated) | 1 | nt | 17 | -6 | -12 | 16 | nt | 0.8 | 29
CCN(CC(=O)Nc1cc(Cl)ccc1C)C(=O)c1nc2nc(C)cc(C)n2n1 | 4 | -10 | 14 | -2 | -18 | -18 | -7 | 0.0 | -17
CC(C)c1nnc(SCC(=O)NCc2ccc3c(c2)OCO3)n1C | 10 | -5 | 24 | -3 | -22 | -15 | -10 | 0.0 | -7
Cc1c(C)c2cc(Cl)c(OCc3nn[nH]n3)cc2oc1=O | 0 | -2 | 16 | -3 | -7 | -3 | 2 | 0.4 | -6
O=C(COC(=O)Cc1n[nH]c(=O)c2ccccc12)Nc1ncc(Cl)cc1Cl | 1 | -14 | 2 | -4 | -13 | 2 | -9 | -0.2 | 6
O=S(=O)(c1ccc(NCCOc2ccccc2)nc1)N1CCCC1 | 2 | 2 | -4 | -5 | -3 | 9 | -4 | 0.6 | -10
Cc1ccc(S(=O)(=O)N(Cc2ccc(Cl)cc2)c2ccccc2C(=O)O)cc1 | 6 | -14 | 6 | 1 | -14 | -17 | 5 | -0.9 | -18
O=C(Cn1c(=O)c2sccc2n(Cc2cccc([N+](=O)[O-])c2)c1=O)NCCc1ccccc1 | 0 | -9 | 14 | -6 | 0 | 6 | 2 | 2.0 | 9
Cc1c(Cl)c([N+](=O)[O-])nn1Cc1ccc(C(=O)N/N=C\c2cccc(Br)c2)o1 | 9 | -2 | 6 | -3 | -6 | 9 | -19 | 2.8 | 65*
CCCCN1Cc2ccccc2Oc2cc(Br)ccc2S1(=O)=O | 49* | -34 | 12 | 31* | -27 | -16 | nt | -0.3 | -1
O=[N+]([O-])c1cc2c(c(CSc3nnnn3-c3ccc(O)cc3)c1)OCOC2 | 4 | -2 | 18 | -4 | -12 | -2 | -9 | 6.8 | 6
CC(C)c1nc(CNC(=O)c2ccc(OC3CCN(Cc4ccccn4)CC3)cc2)cs1 | -1 | -13 | 11 | -6 | -17 | -1 | 2 | 1.3 | -13
O=C(Nc1cccc(-c2ccc(N3CCCCC3)nn2)c1)c1ccco1 | 5 | -11 | 7 | -6 | -2 | -2 | -11 | 0.7 | 32
COc1ccc(NC(=O)n2ncc3c(C)cccc32)cc1OC | 2 | -21 | 11 | -7 | -13 | -9 | -8 | 1.0 | -19
COC(=O)c1[nH]c2c(c1C)C(=O)CC(c1cc(OC)c(OC)c(OC)c1)C2 (configuration not stated) | 10 | 4 | 4 | -1 | 6 | -3 | -20 | 6.7 | 24
C=CCNC(=S)Nc1sc2c(c1C(=O)OCC)CC(C(C)C)OC2 (configuration not stated) | 6 | -34 | 8 | -3 | -11 | -16 | -8 | -0.2 | -6
Cn1nc(C(F)(F)F)c(-c2ccccc2)c1NC(=O)CSCC(=O)O | 4 | -4 | 18 | -1 | -6 | -16 | -1 | 0.6 | -8
CNC[C@H]1Oc2c(NC(=O)c3ccc(-c4nccs4)cc3)cccc2C(=O)N([C@@H](C)CO)C[C@@H]1C | 14 | -12 | 0 | -6 | 4 | 1 | -2 | 9.3 | 3

2 entries from above, set out differently.
CN(C)c1ccc(-c2csc(C(O)(c3ccccc3)C(F)(F)F)n2)cc1 (configuration not stated)
  TAAR1 agonist: 1	CHO parental Ca: nt	CHO-K1 Ca PAM: 17	CHRM1 agonist: -6	CHO-K1 Ca antag: -12	M1 antag: 16	OXTR potentiate: nt	M1 ag parental: 0.8	TAAR1 antagonist: 29

CCN(CC(=O)Nc1cc(Cl)ccc1C)C(=O)c1nc2nc(C)cc(C)n2n1
  TAAR1 agonist: 4	CHO parental Ca: -10	CHO-K1 Ca PAM: 14	CHRM1 agonist: -2	CHO-K1 Ca antag: -18	M1 antag: -18	OXTR potentiate: -7	M1 ag parental: 0.0	TAAR1 antagonist: -17

With a hit mark in CHRM1 agonist (from the list above):
| Structure | CHRM1 agonist | M1 antag |
| --- | --- | --- |
| CCCCN1Cc2ccccc2Oc2cc(Br)ccc2S1(=O)=O | 31* | -16 |
